KLK5 inh – human KLK5 protease inhibitors, primary screen, biochemical, 1536-well. Kallikrein-5 (Homo sapiens), Q9Y337. recombinant hK5, fluorogenic AMC substrate cleavage. inhibition, % at 5 µM. actives 0.59% (n = 210,000);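 active means inhibition of 40% or more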;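 further: 0% = enzyme controls without compound and 100% = no-enzyme blanks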
Furin inh – human furin inhibitors, primary screen, biochemical, fluorescence intensity; actives 0.061% (n = 220,000); purified furin, fluorogenic substrate cleavage; P09958; inhibition, % at 30 µM; AID 463115, 2010; in the data active means inhibition above about 25%; further: inactives centre near -15
eIF4E-4G inh – eIF4E–eIF4G protein interaction inhibitors, primary screen, biochemical, uHTS, TR-FRET, eIF4GI fragment | inhibition, % at 21.7 µM | Eukaryotic translation initiation factor 4E (Mus musculus) + Eukaryotic translation … | TR-FRET eIF4E-eIF4GI(517-606) binding, 2 h | AID 782, 2007 | actives 0.37% (n = 220,000);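 further: 0% = full FRET control wells and 100% = background wells lacking eIF4GI fragment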
EBV gp42 inh – Epstein-Barr virus gp42 inhibitors, primary screen, biochemical, uHTS, fluorescence polarization. Glycoprotein 42 (Epstein-Barr virus (strain AG876)), Q1HVG2. Fluorescence polarization binding assay, mP read-out. inhibition, % (tested at 21.74 µM). actives 0.42% (n = 220,000); in the data active means inhibition above about 50%
Cl transport mod – KCC2 cotransporter modulators, thallium flux, primary screen, cell-based, HEK293 KCC2, FluoZin-2 fluorescence, MLSMR; Solute carrier family 12 member 5 (Homo sapiens), Q9H2X9; KCC2 cells, thallium flux FluoZin-2 fluorescence; B-score of Tl+ flux slope (higher = more flux/activation; lower = inhibition) at 10 µM; actives 2.2% (n = 190,000);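 active means thallium flux slope and its plate-corrected score both differing from the plate sample mean at a set confidence after two filtering rounds, in either direction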;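 further: slope of fluorescence scaled to starting intensity during 10 to 20 s after thallium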
thrombin 1536 – human alpha-thrombin inhibitors, primary screen, counter-screen for coagulation protease inhibitor project, biochemical, 1536-well, fluorogenic AMC substrate. Prothrombin (Homo sapiens), P00734. Boc-VPR-AMC fluorogenic substrate cleavage. inhibition, % at 5 µM. actives 0.26% (n = 220,000). AID 1046, 2008;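 active means inhibition at or above 40%; inactive means inhibition below 40%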;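 further: 0% = enzyme with no compound and 100% = wells without enzyme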
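System – human alpha-thrombin · Medium – pH 7.5 Tris (50 mM) with NaCl 150 mM, Tween 20 0.05% · Compound – single-point dosing at 5 µM, 0.2% DMSO · Incubation – enzyme reaction carried out at room temperature · Technique – fluorescence of released AMC, ex 355 nm, em 460 nm · Read-out basis – % inhibition of thrombin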
NCF1 inh – p47phox/p22phox peptide binding inhibitors, primary screen, biochemical, uHTS, NADPH oxidase regulatory subunit; inhibition, % at 24.7 µM; fluorescence polarization, 2 h; actives 0.53% (n = 220,000); AID 1274, 2008; Neutrophil cytosol factor 1 (Homo sapiens), P14598;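 further: 0% = p47phox with labelled peptide and 100% = labelled peptide alone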
Target sequence (P14598 whole entry, looked up): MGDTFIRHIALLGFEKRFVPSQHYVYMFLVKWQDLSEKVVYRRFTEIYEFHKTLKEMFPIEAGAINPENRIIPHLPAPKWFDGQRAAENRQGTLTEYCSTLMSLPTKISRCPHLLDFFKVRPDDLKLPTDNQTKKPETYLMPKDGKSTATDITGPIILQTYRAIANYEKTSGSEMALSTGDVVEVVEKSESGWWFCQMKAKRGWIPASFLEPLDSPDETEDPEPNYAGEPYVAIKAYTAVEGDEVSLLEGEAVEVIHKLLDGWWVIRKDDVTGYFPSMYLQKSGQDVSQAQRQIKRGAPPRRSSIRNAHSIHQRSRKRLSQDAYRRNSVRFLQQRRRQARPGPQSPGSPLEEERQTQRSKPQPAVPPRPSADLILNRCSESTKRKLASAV
14-3-3 Bad inh – inhibitors of 14-3-3 zeta/Bad binding, primary screen, biochemical, TR-FRET, bovine 14-3-3 zeta; TR-FRET 14-3-3zeta/Dy647-pBad peptide displacement, 1 h; inhibition, % at 21.7 µM; actives 0.71% (n = 220,000);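 active means inhibition above about 70%, limit read from the data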;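 further: 0% = full 14-3-3 plus peptide FRET controls and 100% = background without 14-3-3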
Target sequence (P63103 whole entry, looked up): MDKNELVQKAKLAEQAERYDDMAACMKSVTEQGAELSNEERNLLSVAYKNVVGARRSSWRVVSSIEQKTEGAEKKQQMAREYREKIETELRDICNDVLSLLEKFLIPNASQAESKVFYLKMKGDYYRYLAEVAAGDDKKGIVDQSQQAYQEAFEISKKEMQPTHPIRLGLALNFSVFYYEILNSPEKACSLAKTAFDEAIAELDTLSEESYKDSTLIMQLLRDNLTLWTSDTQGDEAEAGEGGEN
Rad51 HR inh – human RAD51 strand exchange inhibitors, primary screen, biochemical, fluorescence; DNA repair protein RAD51 homolog 1 (Homo sapiens), Q06609; hRad51 DNA strand exchange, fluorescence dequenching; inhibition, % at 10 µM; actives 0.085% (n = 200,000); AID 1385, 2008;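 active means inhibition above 40% at the single screening dose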;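 further: 0% = DMSO control wells and 100% = blanks with heterologous ssDNA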
Target sequence (Q06609 whole entry, looked up): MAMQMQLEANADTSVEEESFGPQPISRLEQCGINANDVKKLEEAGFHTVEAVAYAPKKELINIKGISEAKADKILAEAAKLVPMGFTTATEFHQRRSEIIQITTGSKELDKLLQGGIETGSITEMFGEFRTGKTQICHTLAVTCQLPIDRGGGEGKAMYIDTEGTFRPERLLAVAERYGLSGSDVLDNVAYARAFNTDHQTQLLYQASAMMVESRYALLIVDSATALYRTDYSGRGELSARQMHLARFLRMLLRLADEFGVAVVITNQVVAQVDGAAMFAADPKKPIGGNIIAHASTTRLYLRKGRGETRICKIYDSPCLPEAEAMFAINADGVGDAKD
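material = hRad51 filaments on single-stranded DNA | reagent = Donor/quencher-labelled 47-bp dsDNA substrate | compound = 10 µM final, single point | schedule = strand-exchange reaction 15 min at room temperature | measured by = fluorescein emission 520 nm, excitation 485 nm | read-out basis = % inhibition versus plate control and blank means | benchmarks = plate controls and plate blanks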
Starred values were filed as active, the others as inactive; i = inactive; / = no result given; [ ] = another dose, or the depositor's remark.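 How the source made its calls, unless noted: active means inhibition above about 30% (limit read from the data); inactive means the rest.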

1) COc1ccc(CCN(CC(=O)NC(C)(C)C)C(=O)Cn2nnc(-c3ccc(C)o3)n2)cc1OC
2) COc1ccc(C(=O)OCC(=O)N2C(C)CCCC2C)cc1[N+](=O)[O-] (stereo unspecified)
3) COCc1ccc(CN2CCCC(CO)(Cc3cccc(Cl)c3)C2)o1 (stereo unspecified)
4) CC(C)c1nc(SCC(=O)Nc2ccc3c(c2)OCCO3)n[nH]1
5) O=C(c1ccc2c3c(cccc13)CC2)C1CCCN(Cc2cccnc2)C1 (stereo unspecified)
6) COc1cc(/C=C/C(=O)O)cc(S(=O)(=O)Nc2ccc(F)cc2)c1OC
7) CCOC(=O)C1=C(O)/C(=C/c2cn(CC(=O)N3CCCC3)c3ccccc23)SC1=Nc1ccccc1
8) Cc1ccc(S(=O)(=O)c2ccc(Oc3cccc(C)c3)cc2)cc1

screen / no.	1	2	3	4	5	6	7	8
Cl transport mod	-0.027	0.17	-0.077	0.4	-0.73	0.76	-0.94	/
KLK5 inh	-1	3	-2	3	3	-3	0	-9
NCF1 inh	-6	-10	1	0	-25	-5	-26	3
EBV gp42 inh	-10	-17	-9	-14	0	-1	-7	7
Rad51 HR inh	10	-5	-3	-8	3	11	-22	-1
eIF4E-4G inh	-1	-2	3	-1	1	21	-6[fluorescence artefact?]	3
Furin inh	-22	-23	-34	-17	-33	-18	-13[20 µM]	-10
thrombin 1536	4	-4	-7	-8	-1	-4	6	-5
14-3-3 Bad inh	-9	-4	-14	1	-14	-5	-5[fluorescence artefact?]	14

Fetched by structure from above:
5) O=C(c1ccc2c3c(cccc13)CC2)C1CCCN(Cc2cccnc2)C1 (stereo unspecified)
4) CC(C)c1nc(SCC(=O)Nc2ccc3c(c2)OCCO3)n[nH]1
3) COCc1ccc(CN2CCCC(CO)(Cc3cccc(Cl)c3)C2)o1 (stereo unspecified)
2) COc1ccc(C(=O)OCC(=O)N2C(C)CCCC2C)cc1[N+](=O)[O-] (stereo unspecified)

screen / no.	5	4	3	2
Cl transport mod	-0.73	0.4	-0.077	0.17
KLK5 inh	3	3	-2	3
NCF1 inh	-25	0	1	-10
EBV gp42 inh	0	-14	-9	-17
Rad51 HR inh	3	-8	-3	-5
eIF4E-4G inh	1	-1	3	-2
Furin inh	-33	-17	-34	-23
thrombin 1536	-1	-8	-7	-4
14-3-3 Bad inh	-14	1	-14	-4

Additional results
9) CC(C)CC(=O)Nc1cc2nn(-c3ccccc3)nc2cc1Cl
10) O=C(CCN1CCN(C/C=C/c2ccccc2)CC1)Nc1ccccc1F
11) CC1CCCN(c2nc3c(c(=O)[nH]c(=O)n3C)n2CCCc2ccccc2)C1 (stereo unspecified)
12) Cc1ccc(S(=O)(=O)CCN2C=CC(C(F)(F)F)=NCC2)cc1
13) COc1cccc(/C=N\NC(=O)c2ccc(Cn3cc(Br)c([N+](=O)[O-])n3)o2)c1O
14) CCOC(=O)c1ccc(COC(=O)CNS(=O)(=O)c2ccccc2)cc1
15) Cc1ccc2c(c1)CCCN2C(=O)c1ccncc1
16) Fc1ccc(CN2CCN(c3ncccn3)CC2)cc1

screen / no.	9	10	11	12	13	14	15	16
Cl transport mod	-0.95	-0.066	-0.65	0.43	0.09	-0.26	0.49	-1.1
KLK5 inh	-33	-17	-1	34	-4	19	11	-19
NCF1 inh	-11	-5	-2	-5	7	/	-6	-1
EBV gp42 inh	-22	-27	3	0	-2	1	-5	5
Rad51 HR inh	-5	9	1	-1	3	/	1	4
eIF4E-4G inh	-19[fluorescence artefact?]	4	2	0	13	0	-1	4[fluorescence artefact?]
Furin inh	-12[20 µM]	-9	-15	13	-35	-26	-16[20 µM]	-19[20 µM]
thrombin 1536	-1	-4	-7	4	-3	5	-6	-9
14-3-3 Bad inh	-2	0	-1	-5	43	1	0	55

17) Cc1noc(C)c1C(=O)Nc1ccccc1-c1ccccc1
18) Oc1cc(OCc2ccccc2)ccc1-c1[nH]ncc1-c1ccccc1
19) CCOC(=O)C1=C(CSc2nc(CC)c(C)cc2C#N)OC(N)=C(C#N)C1c1ccc(OC)cc1 (stereo unspecified)
20) COC(=O)NNC(=O)C(C)Oc1ccc(Cl)cc1Cl (stereo unspecified)
21) CCN(CC)S(=O)(=O)c1ccc2nc(CSc3nnnn3-c3ccc(O)cc3)[nH]c2c1
22) Cc1ccc(CNC(=O)C(Cc2ccccc2)n2cccc2)cc1 (stereo unspecified)
23) Nc1nc(-c2ccccc2)[nH]c(=O)c1N
24) CCOc1ccc(Cl)cc1S(=O)(=O)N1CCN(c2ccc(F)cc2)CC1

screen / no.	17	18	19	20	21	22	23	24
Cl transport mod	-0.49	0.38	1.5	1.5	-0.12	-1	0.18	/
KLK5 inh	2	-2	-3	-8	-21	-2	-4	-8
NCF1 inh	-2	-13	-176	-7	-8	-8	-10	-6
EBV gp42 inh	-21	14	-56	-1	-11	-11	21	-6
Rad51 HR inh	2	/	-19	-5	-2	22	/	-1
eIF4E-4G inh	-2	4	3	2	-7	0	1	8
Furin inh	-24[20 µM]	0	-8[20 µM]	-11[20 µM]	-14	-20	-8	-6[20 µM]
thrombin 1536	0	-5	2	-15	-3	-11	-6	-5
14-3-3 Bad inh	0	-5	-6	6	-6	4	-8[fluorescence artefact?]	0

By substructure, those above containing a nitro group on carbon.
2) COc1ccc(C(=O)OCC(=O)N2C(C)CCCC2C)cc1[N+](=O)[O-] (stereo unspecified)
13) COc1cccc(/C=N\NC(=O)c2ccc(Cn3cc(Br)c([N+](=O)[O-])n3)o2)c1O

screen / no.	2	13
Cl transport mod	0.17	0.09
KLK5 inh	3	-4
NCF1 inh	-10	7
EBV gp42 inh	-17	-2
Rad51 HR inh	-5	3
eIF4E-4G inh	-2	13
Furin inh	-23	-35
thrombin 1536	-4	-3
14-3-3 Bad inh	-4	43

Further records.
25) CCN(CC)S(=O)(=O)c1cccc(C(=O)N2CC(O)CC2C(=O)OC)c1 (stereo unspecified)
26) O=C(CSc1nnc(-c2cccs2)n1-c1ccccc1)NCc1ccc2c(c1)OCO2
27) CC(NC(=O)c1ccc(Cl)cc1Cl)C(c1ccccc1)N1CCOCC1 (stereo unspecified)
28) O=C(Cn1nnc2ccccc21)OCC(=O)c1ccccc1
29) Cc1cc(SCCOc2ccc(Br)cc2)nc(N)n1
30) CC1(C)C(C=C(Cl)Cl)C1C(=O)N(Cc1ccccc1Cl)C1CCS(=O)(=O)C1 (stereo unspecified)
31) Cc1ccsc1/C=N/NC(=O)c1ccc2c(c1)OCCO2
32) O=C(Nc1cnn(Cc2ccccc2)c1)c1cc2nc(-c3ccco3)cc(C(F)(F)F)n2n1

screen / no.	25	26	27	28	29	30	31	32
Cl transport mod	0.82	-0.068	0.38	3.2*	-0.24	-0.015	0.54	-0.28
KLK5 inh	-1	-10	0	-3	-16	-11	18	0
NCF1 inh	-15	-3	8	-1	-3	-5	-1	2
EBV gp42 inh	-14	9	-5	2	16	4	-16	-11
Rad51 HR inh	-1	-4	-7	-8	-3	2	-4	-2
eIF4E-4G inh	4	-11	-6	2	-3	-5	-4	4
Furin inh	-4[20 µM]	-10[20 µM]	-13	-14[20 µM]	-11[20 µM]	-21	11	-12
thrombin 1536	-11	1	/	-5	2	-7	30	-4
14-3-3 Bad inh	8	-2	-4	-6	5	-2[fluorescence artefact?]	-1	8

33) Cc1nc2cc3sc(C)nc3cc2s1
34) COc1ccccc1NC(=O)c1cc2c(=O)n(C)c3ccccc3c2n1C
35) CN1CCN(Cc2nc3ccccc3c(=O)n2Cc2nc(-c3ccc4ccccc4c3)cs2)CC1
36) N#CC1=C(N)Oc2n[nH]c(-c3cccs3)c2C1c1ccncc1 (stereo unspecified)
37) CC1(C)CNC(=O)CC(C)(C)N1O
38) O=C(Nc1ccccc1)c1ccc(S(=O)(=O)N2CCOCC2)cc1
39) CCN(CC)c1ccc2cc(C(N)=O)c(=N)oc2c1
40) CSCC[C@H](NC(=O)CC(C)(C)C)c1nc2ccccc2[nH]1

screen / no.	33	34	35	36	37	38	39	40
Cl transport mod	0.86	-0.8	-0.11	0.11	1.3	/	i	-0.74
KLK5 inh	0	3	10	-2	2	-16	-3	-4
NCF1 inh	-4	3	-16	-4	4	-2	-1	-4
EBV gp42 inh	-7	3	-1	-12	-14	-8	-131	-1
Rad51 HR inh	0	5	3	1	2	1	i	-4
eIF4E-4G inh	0	-9	4	-2	6	-3	0	2[fluorescence artefact?]
Furin inh	-27	-6	-15	-26	-33[20 µM]	-12[20 µM]	-7	-19[20 µM]
thrombin 1536	-5	1	12	-3	-7	-9	-5	-5
14-3-3 Bad inh	-4	12	14	-6	2	2	-2	-6

41) Cc1ccc(S(=O)(=O)CCC#N)cc1
42) NC(=O)c1ccccc1N/C=C/C(=O)c1ccc(Cl)cc1
43) COc1ccc(C)cc1S(=O)(=O)N(C)CC(=O)NCc1ccco1
44) COc1ccc(Cn2nnnc2C(c2cc3cccc(C)c3[nH]c2=O)N2CCOCC2)cc1 (stereo unspecified)
45) O=C(Nc1ccc(S(=O)(=O)NC2CCCC2)cc1)c1cnccn1
46) CN=c1scc(C)n1/N=C/c1ccc(O)c(O)c1O

screen / no.	41	42	43	44	45	46
Cl transport mod	0.17	-0.55	-1.1	1.8	0.041	-1.2
KLK5 inh	-12	-17	1	-7	-27	-47
NCF1 inh	0	0	-1	-18	-7	-9
EBV gp42 inh	-10	-7	-7	-4	-15	-12
Rad51 HR inh	-27	1	0	-10	-1	1
eIF4E-4G inh	-2	-7	-2	10	1	-4[fluorescence artefact?]
Furin inh	-13	-15[20 µM]	-21[20 µM]	-15	-25[20 µM]	-9[20 µM]
thrombin 1536	2	0	-10	1	9	4
14-3-3 Bad inh	1	-16	-1	12	4[fluorescence artefact?]	-2[fluorescence artefact?]

High-throughput results: PubChem, several laboratories
